Casp7 inh – blocks human caspase-7 allosterically or competitively; recombinant caspase-7, Ac-DEVD-AFC fluorescence rate; Potency, µM (titrated, usually from 57.5 µM), without a hit: top-dose activity change, negative = inhibition, most hits filed as inhibitors; 75,000 tested, 0.02% active; active means well fitted inhibition curve with a large enough effect in the main read-out, with a control signal flat, not every such curve was filed as active; inconclusive means small, poorly fitted or top-dose-only effect, or a change in a side signal; further: potency means the concentration at half of the fitted maximal effect; % of control where 0% means no effect
Rhodamine fluor – compound fluoresces in the rhodamine spectral region | 59,000 tested, 0.05% active | max dye-equivalent concentration, M | AID 594 | Rhodamine-region fluorescence, 547/598 nm, Tris buffer; stronger effect = higher value; in the data active means max dye-equivalent concentration above about 11 nM; inconclusive means between about 1.1 nM and that limit
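Compound fluorescence in 100 mM Tris, pH 8.0, read after 15 min at room temperature with 547 nm excitation and 598 nm emission. Output is dye-equivalent concentration from an on-plate rhodamine standard series.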
USP2a inh – inhibitors of human ubiquitin-specific protease USP2a; O75604; 60,000 tested, 0.1% active; USP2a enzymatic assay, qHTS inhibition; Potency, µM (titrated, usually from 38.3 µM), inactives show top-dose activity change, negative = inhibition, usual class: inhibitors;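 further: potency means the concentration at half of the fitted maximal effect; nearly all actives have a fitted effect of over 60% in size; plate controls were DMSO for no effect and NEM full inhibition control for full effect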
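USP2 core (20nM final) preincubated 30 min RT with compound, then Ub-PLA2 20nM and NBD C6-HPC 20uM final added; buffer 20mM Tris-HCl pH 8.0, 2mM CaCl2. Fluorescence Ex 460/Em 535 read at 0 and 2.5 h; normalized to NEM.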
FLuc inh – blocks Photinus pyralis firefly luciferase activity | P08659 | purified firefly luciferase, luminescence, 8 min | Potency, µM (titrated, usually from 57.1 µM), for inactives: top-dose activity change, negative = inhibition, most hits filed as inhibitors | 72,000 tested, 2.2% active; further: potency means the concentration at half of the fitted maximal effect; on the % scale 0 is the no-effect control and ±100 the full control effect; nearly all actives have a fitted effect of over 40% in size
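qHTS concentration-response profiling: light output of P. pyralis luciferase with luciferin and 10 uM ATP, imidazole buffer pH 7.2. Read by luminescence after 8-min room-temperature incubation.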
Tau filament bind – binds recombinant human tau filaments; recombinant tau filaments, thioflavin S fluorescence, 15 h; filaments grown with octadecylsulfate alongside compound; Potency, µM (doses to about 57.1 µM), inactives show at the highest dose activity change, negative = inhibition; 71,000 tested, 2% active; AID 596;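 further: potency means the concentration at half of the fitted maximal effect; on the % scale 0 is the no-effect control and ±100 the full control effect; actives lower thioflavin S fluorescence by blocking filaments or displacing dye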
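ThS-based fibril read: tau 1 uM final, inducer ODS 30 uM final, 37 C for 15 h, ex 450/em 510 nm.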
ERK AVP inh – inhibitors of vasopressin-stimulated ERK signaling pathway; AID 995; HEK293-V1b, vasopressin-stimulated pERK AlphaScreen; 72,000 tested, 0.99% active; Potency, µM (top dose mostly 57.5 µM), for inactives: at the top dose activity, negative = inhibition, most hits filed as inhibitors; further: potency means the concentration at half of the fitted maximal effect; on the % scale 0 is the no-effect control and ±100 the full control effect; nearly all actives have a fitted effect of over 55% in size
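HEK293 cells stably expressing V1b receptor, preincubated 30 min at 37 °C with compound, then stimulated 5 min with 25 nM vasopressin. Phospho-ERK by AlphaScreen SureFire after 5 h RT; normalized to DMSO and vasopressin; AC50 by Hill fit.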
HADH2 inhib – blocks human hydroxyacyl-CoA dehydrogenase type II; Q99714; recombinant HADH2, NADH fluorescence, beta-hydroxybutyryl-CoA; Potency, µM (highest dose often 57.1 µM), inactives show at the top dose activity change, negative = inhibition, hits mostly inhibitors; 73,000 tested, 3.4% active; further: potency means the concentration at half of the fitted maximal effect; on the % scale 0 is the no-effect control and ±100 the full control effect; nearly all actives have a fitted effect of over 60% in size; many of its hits are not listed in these tables
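Activity measured as NADH fluorescence gain (360/450 nm), taken as the change between first and last reads of a 4-min kinetic run. Conditions: pH 9.0 Tris buffer, 20 nM E. coli-expressed His-tagged enzyme, 1 mM NAD+, 90 uM beta-hydroxybutyryl-CoA; 15-min compound preincubation.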
TexasRed autofl – compound fluoresces in the Texas Red spectral region; Compound fluorescence, Texas Red channel, 547/618 nm; stronger effect = higher value; max dye-equivalent concentration, M; 59,000 tested, 0.06% active; in the data active means max dye-equivalent concentration above about 10 nM; inconclusive means between about 1.1 nM and that limit
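Compound fluorescence was read after 15 min at room temperature in 100 mM Tris, pH 8.0, using 547 nm excitation and 618 nm emission across a concentration series. It was expressed as Texas Red dye-equivalent concentration from an on-plate standard curve.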
Caspase-1 inhib – allosteric or competitive inhibitors of human caspase-1. Potency, µM (titrated, usually from 57.5 µM), without a hit: at the top dose activity change, negative = inhibition, hits mostly inhibitors. Caspase-1 enzyme, Ac-WEHD-AFC fluorogenic rate. P29466. 75,000 tested, 0.03% active. AID 900;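 further: potency means the concentration at half of the fitted maximal effect; plate controls were vehicle for no effect and no substrate for full effect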
Fluorescein autfl – fluorescein region autofluorescence; Compound autofluorescence, 480/540 nm, fluorescein-equivalent; stronger effect = higher value; max fluorescein-equivalent concentration, M; 59,000 tested, 0.91% active; AID 593; in the data active means max fluorescein-equivalent concentration above about 10 nM; inconclusive means between about 1.1 nM and that limit
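In this qHTS profile, compound fluorescence was measured with a 480 nm/540 nm filter pair following a 15-min room-temperature incubation in 100 mM Tris (pH 8.0). A six-point fluorescein series on each plate served for normalization.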
HEK293 cAMP ctrl – counter-screen for TSHR agonists: cAMP increase in parental HEK293; parental HEK293 CNG cAMP sensor, membrane potential fluorescence; Potency, µM (doses to about 57.1 µM), inactives show at the highest dose activation, most hits filed as activators; 73,000 tested, 2.5% active; further: potency means the concentration at half of the fitted maximal effect; % of control where 0% means no effect; nearly all actives have a fitted effect of over 55% in size
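Parental HEK 293 cells stably expressing a modified CNG channel (no TSHR) report cAMP rise as membrane depolarization. Membrane potential dye with 100 uM RO 20-1724 was loaded for 60 min at room temperature, then compound added for 30 min; fluorescence read at 590 nm.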
Numbers without * were called inactive; i = inactive; ? = inconclusive; . = not tested or not shown; [ ] = dose if it differs, or a comment. Unless noted, the call rests on the fitted dose curve; in most records, active means well fitted curve in the direction sought with a large enough effect; inconclusive means small, poorly fitted or top-dose-only effect, or another doubt; inactive means no such curve, though single readings can be large; an effect the other way counts as inactive or inconclusive. An excerpt. The share of hits here may be higher or lower than overall.

Values in the order – Casp7 inh	Rhodamine fluor	USP2a inh	FLuc inh	Tau filament bind	ERK AVP inh	HADH2 inhib	TexasRed autofl	Caspase-1 inhib	Fluorescein autfl	HEK293 cAMP ctrl
> CCOC(=O)C1C(=O)N(C)C2(C)CC1c1ccccc1O2 (stereo unspecified)
→ -2%	i	6%	2%	-41%	16%	-2%	i	-3%	i	24%
> Cc1onc(-c2ccccc2)c1C(=O)N1CCC2(CC1)OCCO2
→ -2%	i	-2%	5%	-6%	2%	2%	i	0%	i	5%
> COP(=O)(OC)O/C(=C\Cl)c1cc(Cl)c(Cl)cc1Cl
→ 1%	.	.	.	1%	-5%	-8%	.	-3%	.	?
> COC(=O)C1=C(N)Oc2c(c(=O)oc3ccccc23)[C@]12C(=O)N(C)c1ccccc12
→ -5%	i	29%	1%	-7%	-14%	-3%	i	2%	i	-1%
> ClCc1ccccc1
→ -1%	.	.	.	15%	-4%	-4%	.	-1%	.	10%
> CCC[C@@H]1CC2=CC(=O)CC[C@]2(C)[C@@H]2CC[C@@]3(C)[C@H](CC[C@]3(O)CCC(=O)O)[C@H]12
→ 2%	.	.	2%	-28%	12%	8%	.	2%	.	0%
> CCCN(CCC)C(=O)Cc1c(-c2ccc(Cl)cc2)nc2c(Cl)cc(Cl)cn12
→ 1%	i	7%	-1%	-12%	-4%	-13%	?	1%	?	-1%
> COc1ccc(CN2CCCCC2c2cccnc2)cc1C (stereo unspecified)
→ 1%	.	-8%	2%	-15%	-10%	-3%	.	-1%	.	27%
> Cc1nnc2n1-c1ccc(Br)cc1C(c1ccccc1Cl)=NC2
→ 1%	.	-7%[7.66 µM]	0%	2%[11.4 µM]	6%	-1%[11.4 µM]	.	-3%	.	?
> O=P(O)(O)Cc1ccccc1OP(=O)(c1ccccc1)c1ccccc1
→ 1%	i	-6%	4%	2%	-6%	2%	i	0%	i	7%
> CCSc1cc(C2C(C#N)=C(N)Oc3n[nH]c(C)c32)c(C)o1 (stereo unspecified)
→ 0%	i	9%	0%	4%	1%	?	?	0%	?	?
> CN1C2C=C(N(C(=O)c3ccc(Cl)cc3)c3ccccc3)CC1CC2 (stereo unspecified)
→ 1%	i	-2%	1%	-18%	22%	-1%	i	0%	1e-08M*	23%
> BrCC(Br)C1CCC(Br)C(Br)C1 (stereo unspecified)
→ -1%	.	.	.	16%	43%[activator]	-4%	.	-3%	.	?
> CCC(=O)N1CCN(CCN=Cc2c(O)n(C)c(=O)n(C)c2=O)CC1
→ -1%	i	0%	0%	-8%	8%	-3%	?	1%	i	-24%
> COc1ccc(OC)c(N2C(=O)NC(=O)C(CCc3ccncc3)(CCc3ccncc3)C2=O)c1
→ -1%	.	-2%	1%	22%	-2%	-2%	.	-1%	.	-5%
> O=NN(c1ccccc1)c1ccccc1
→ 2%	.	.	.	-14%	-10%	-14%	.	2%	.	-1%
> Cc1cccc(-n2c(O)c(C=NCc3cccnc3)c(=O)[nH]c2=O)c1C
→ 0%	i	-2%	2%	3%	-18%	-6%	?	0%	i	-2%
> COC(=O)[C@@H]1C[C@H]1[C@@H](NP(=O)(c1ccccc1)c1ccccc1)c1ccccc1
→ -1%	.	.	.	2%	-11%	11%	.	1%	.	13µM*
> Cc1ccnc(-n2c(-c3ccco3)nc3ccccc3c2=O)c1
→ -1%	i	0%	-10%	2%	-11%	3%	?	2%	i	-10%
> CC[C@H]1[C@@H]2C[C@@H]3[C@@H]4N(C)c5ccccc5[C@@]45C[C@@H]([C@H]2[C@@H]5O)N3[C@@H]1O
→ .	i	.	2%[11.4 µM]	?	.	-1%	i	.	i	?
> Brc1ccc(Oc2ccc(Br)cc2Br)c(Br)c1
→ 0%	.	.	.	8%	110%[activator]	-7%	.	-2%	.	-4%
> O=CC=O
→ 1%	.	.	.	-5%	2%	3%	.	1%	.	15%
> c1ccc(CCn2nnnc2CN2CCC(n3nnc4ccccc43)CC2)cc1
→ 1%	i	42%[activator]	3%	7%	0%	5%	i	-1%	i	18%
> O=C1c2ccccc2C(=O)N1Cc1nc2ccccc2c(=O)n1-c1ccc(Br)cn1
→ -3%	.	41%[activator]	-1%	7%	-28%	1%	.	-5%	.	13%
> C=CCN1C(=O)CSc2ccc(C(=O)N3CCC4(CC3)OCCO4)cc21
→ 0%	i	8%	2%	-15%	6%	4%	?	-1%	i	15%
> CC(C)(O)[C@H]1[C@H]2OC(=O)[C@@H]1[C@]1(O)C[C@H]3O[C@]34C(=O)O[C@H]2[C@]14C
→ .	i	.	0%[11.4 µM]	?	.	-4%	i	.	i	1%
> N[C@@H](Cc1cc(O)c(O)cc1O)C(=O)O
→ ?	i	6.3µM*	-4%	25µM*	-27%	1.3µM*	i	?	i	-4%
> O=C(CN1CC(c2ccccc2)CC1=O)Nc1ccccc1 (stereo unspecified)
→ -2%	.	.	-1%	6%	-6%	0%	.	3%	.	10%
> O=C(Cn1nc(Cc2cccnc2)c2ccccc2c1=O)N1CCC2(CC1)OCCO2
→ 0%	i	5%	0%	7%	7%	9%	i	0%	?	3%
> CC(=O)NBr
→ 0%	i	-3%	0%	-4%	0%	14%	?	0%	i	-3%

New compounds follow
Values in the order – Casp7 inh	Rhodamine fluor	USP2a inh	FLuc inh	Tau filament bind	ERK AVP inh	HADH2 inhib	TexasRed autofl	Caspase-1 inhib	Fluorescein autfl	HEK293 cAMP ctrl
> O=C1NC(=S)NC(=O)C1=Cc1cccc2cc3ccccc3cc12
→ -22%[11.5 µM]	i	.	0%[11.4 µM]	5%[11.4 µM]	-7%[11.5 µM]	-26%[11.4 µM]	i	-13%[11.5 µM]	?	-2%[11.4 µM]
> c1ccc2c(c1)c1cccc3ccc4cccc2c4c31
→ -5%	.	.	.	31%	34%	32µM*	.	-7%	.	3%
> Cc1ccccc1C1=NCC(=O)N(CC(=O)NCc2ccco2)c2sc3c(c21)CCCC3
→ -2%	i	30%[activator]	1%	17%	3%	-21%	i	-1%	?	21%
> CCOc1cc2[nH]c(=S)n(CCCC(=O)N3CCC4(CC3)OCCO4)c(=O)c2cc1OCC
→ -1%	i	26%	1%	10%	4%	?	i	3%	?	1%
> CCCc1cc2c(n1CCO)C(C)C1CN(C(=O)c3ccccc3)C(C)(C(=O)OC)C21 (stereo unspecified)
→ -9%	.	.	.	45%	-5%	3%	.	-7%	.	18%
> N[C@H](Cc1ccccc1)c1nn[nH]n1
→ 1%[11.5 µM]	i	.	4%[11.4 µM]	-1%[11.4 µM]	-1%[11.5 µM]	14%[11.4 µM]	i	1%[11.5 µM]	i	6%[11.4 µM]
> Nc1ccccc1O.O.O=C(O)[C@H]1[O][Sb][O][C@H]1C(=O)O
→ 0%[11.5 µM]	i	.	2%[11.4 µM]	-13%[11.4 µM]	20%[11.5 µM]	-10%[11.4 µM]	i	4%[11.5 µM]	?	-7%[11.4 µM]
> C[C@H]1CC[C@@H]2[C@@H](C)[C@H]3[C@H](C[C@H]4[C@@H]5CC=C6CC(O[C@@H]7O[C@H](CO)[C@H](O)[C@H](O[C@@H]8O[C@H](CO)[C@@H](O)[C@H](O)[C@H]8O)[C@H]7O[C@H]7O[C@@H](C)[C@H](O)[C@@H](O)[C@H]7O)CC[C@]6(C)[C@H]5CC[C@]34C)N2C1 (stereo partly specified)
→ -2%	.	.	.	120%	8%	20%	.	1%	.	4%
> CN[C@@H](C)[C@H]1CC[C@@H](N)[C@@H](O[C@@H]2[C@@H](O)[C@@H](O[C@H]3OC[C@@](C)(O)[C@@H](NC)[C@@H]3O)[C@H](N)C[C@@H]2N)O1 (tested in a mixture with another compound)
→ 1%[25.7 µM]	i	-1%[17.1 µM]	4%[25.5 µM]	-1%[25.6 µM]	9%[25.7 µM]	6%[25.6 µM]	i	-4%[25.7 µM]	?	1%[25.6 µM]
> CCN1CCN(Cc2ccc(C)cc2)CC1
→ 0%	.	-2%	3%	15%	0%	0%	.	1%	.	3%
> CN(C)C(=O)Oc1ccc(-c2nnco2)cc1
→ 0%	.	.	-3%	-11%	1%	4%	.	3%	.	?
> CN1CC[C@@]2(CCCN(C(=O)c3csnn3)C2)C1
→ -2%	i	1%	0%[11.4 µM]	-25%	7%	?	i	-4%	?	5%
> COc1ccc2c(c1OC)C(=O)O[C@@H]2[C@H]1c2cc3c(cc2CCN1C)OCO3
→ .	i	.	2%[11.4 µM]	?	.	-2%	i	.	i	25%
> CN(C)C(=O)Cl
→ 0%	.	.	.	3%	-10%	-7%	.	0%	.	14%
> Cc1c([C@@H](C)[C@H]2NC[C@H](C)C[C@@H]2O)ccc2c1C[C@@H]1[C@H]2CC=C2C[C@@H](O)CC[C@@]21C
→ -2%[11.5 µM]	i	.	5%[11.4 µM]	-1%[11.4 µM]	3%[11.5 µM]	-4%[11.4 µM]	i	2%[11.5 µM]	?	0%[11.4 µM]
> CN(N=O)c1cc(O)ccc1O
→ 1%	i	16µM*	-9%	?	-13%	2µM*	?	?	?	-7%
